From PubChem
LGR2 antag: inhibitors of bursicon-induced Drosophila LGR2 receptor cAMP signaling. HEK293 LGR2, CRE-luciferase, bursicon-stimulated, 4 h. inhibition, % at 9.99 µM. 380,000 compounds, 0.35% hits;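 active = drop in luminescence signal, shown as inhibition above about 50% in the replicate tests, limit read from the data, passing the limit was not always enough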;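 also: agonist challenge used bursicon conditioned medium at about half maximal strength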
PAX8 reporter: inhibitors of PAX8 transcriptional activity in RMG-I cells; inhibition, % at 12.6 µM; AID 652154; RMG-I TPO-luciferase reporter, SteadyGlo, 24 h; 360,000 compounds, 1.2% hits;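 active = mean replicate inhibition at least 60% with every replicate also reaching 60%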;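 also: luciferase light reporting Pax8 driven TPO promoter activity; plate controls were median of neutral control wells for no effect and mitoxantrone controls for full effect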
ARNT-TACC3 inh: disrupts binding between human ARNT and TACC3; AlphaScreen His-ARNT PAS-B/GST-TACC3 binding, luminescence; TACC3 fragment carries E629A point mutation; inhibition, % at 9.99 µM; Q9Y6A5; 390,000 compounds, 0.66% hits; AID 623870;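 active = mean inhibition of replicates at least 50% and at least half of replicates each reaching 50%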;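 also: 0% = complete ARNT plus TACC3 wells and 100% = ARNT alone without TACC3; many hits fall short of the cut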
PGC1a acetyl inh: modulators of PGC1a acetylation | U2OS PGC1a acetylation, AlphaScreen anti-acetyl-lysine; with virally co-expressed GCN5 acetyltransferase | AID 651687 | inhibition, % at 15.6 µM | 350,000 compounds, 0.17% hits;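 active = every replicate shows inhibition of at least 40%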;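 also: 0% = neutral control wells and 100% = positive control wells; some results beyond the cut were filed as inactive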
INS-1E GSIS act: primary screen for activators of insulin secretion dependent on glucose, INS-1E cells, GLuc reporter luminescence; INS-1E GLuc reporter insulin secretion, 2-3 h; activation, % at 16.6 µM; 370,000 compounds, 0.61% hits;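 active = lowest replicate activation of at least 40%, so every replicate reaches that level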;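 also: 0% = median of neutral control wells and 100% = median of IBMX positive control wells; some compounds called inactive have numbers as strong as hits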
Statin myotox sup: protects C2C12 myotubes from simvastatin toxicity; rescue of ATP level, % at 7.49 µM; AID 602340; 330,000 compounds, 0.78% hits; ATP luminescence, 48 h; scaled: DMSO 0, geranylgeraniol control 100;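 active = mean ATP rescue above about 67%, or every replicate alone reaching that limit, limit read from the data, passing the limit was not always enough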;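 also: myotubes were challenged with 10 µM simvastatin during compound exposure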
Cneo AK release: causes C. neoformans cell lysis; adenylate kinase release luminescence, 4 h; normalised: neutral wells 0, clomiphene wells 100; lysis activity, % at 15 µM; 360,000 compounds, 0.2% hits;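 active = mean lysis activity across replicates of at least 80%, whatever share of replicates individually reach that level; inactive = mean lysis activity below 80%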
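Assay system: Cryptococcus neoformans yeast cells / Dosing: single-point compound dose / Timing: 4 h at 37 °C static, read 1 h later / Measured by: luminescence of released adenylate kinase using an AK detection reagent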
PglD inh: inhibitors of Campylobacter jejuni PglD acetyltransferase. purified PglD enzyme, DTNB colorimetric CoA detection. inhibition, % at 12.5 µM. 360,000 compounds, 0.098% hits. AID 602405; in the data active = inhibition above about 16%, passing the limit was not always enough; also: strong numbers were not always called active
* marks the source's active call; other numbers are inactive results; / = not tested or not shown.

[1] Cc1ccc(N2CC(C(=O)N3CCc4ccccc43)CC2=O)cc1 (stereo unspecified)
[2] CC(C)CC#Cc1ccc([C@@H]2[C@@H](CO)N3CCCCN(C(=O)c4ccc5c(c4)OCO5)C[C@@H]23)cc1
[3] COc1ccccc1CNC(=O)C[C@@H]1C[C@@H]2c3cc(N(C)C)ccc3O[C@@H]2[C@H](CO)O1
[4] CC(=O)c1sc2nc(-c3cccs3)ccc2c1N
[5] CN(C)C(=O)c1ccc(-c2ccc3c(c2)[C@@H]2[C@@H](CCN2C(=O)c2ccc4c(c2)OCO4)[C@@H](CO)N3)cc1
[6] Cc1ccc(S(=O)(=O)N2CCCC2)cc1C(=O)Nc1ccc(-n2cnnn2)cc1
[7] Cc1ccc2nc3sc(C(=O)Nc4c(C)[nH]c(=O)[nH]c4=O)c(N)c3cc2c1
[8] COc1ccccc1CN(C)C(=O)CN1C(=O)c2ccccc2C1=O
[9] Cc1ccc(NC(=O)c2ccccc2OCC(=O)Nc2ccccc2F)cc1S(=O)(=O)N(C)C
[10] O=C(Cc1ccccc1)N1CCC(c2nc3ccccc3[nH]2)CC1
compound no.,1,2,3,4,5,6,7,8,9,10
LGR2 antag,13,16,3,/,0,-2,-7,0,-13,/
PAX8 reporter,/,9,2,/,-4,-9,/,5,-19,/
ARNT-TACC3 inh,-16,5,13,-14,6,/,1,5,-14,-12
PGC1a acetyl inh,6,-6,-3,-14,8,-17,-9,/,6,-11
INS-1E GSIS act,-1,-24,-43,/,2,11,-8,0,14,/
Statin myotox sup,-21,/,-5,9,-9,-2,5,15,0,8
Cneo AK release,0,5,8,-7,7,/,0,1,-2,3
PglD inh,1,0,0,-3,0,/,7,0,1,-2

[11] Cc1ccc(C)c(OCC(=O)Nc2ccc3c(c2)OCO3)c1C
[12] COc1ccc(C=O)cc1COc1ccc(Cl)cc1[N+](=O)[O-]
[13] Cc1cccc(CNC(=O)C2CCC(=O)N(CCCc3ccccc3)C2)c1 (stereo unspecified)
[14] CC(=O)Nc1ccc(S(=O)(=O)Nc2ccccc2C(=O)N2CCCC2)cc1
[15] CN(Cc1ccccc1)C(=O)c1cccc(NC(=O)c2ccco2)c1
[16] c1ccc(Sc2ncccn2)nc1
[17] CCSC1=C(C#N)C(=O)n2c1cc1c2CCCC1
[18] CN1CCN(S(=O)(=O)c2cccc(C(=O)Nc3nccs3)c2)CC1
[19] COc1ccc2c(C)cc(SCC(=O)Nc3ccc(Cl)cn3)nc2c1
[20] COc1ccc(/C=N/N2CCN(c3ccccc3OC)CC2)cc1Br
compound no.,11,12,13,14,15,16,17,18,19,20
LGR2 antag,/,0,10,5,/,8,/,-2,-5,-76
PAX8 reporter,/,/,2,4,/,0,13,21,/,-58
ARNT-TACC3 inh,0,/,/,-16,4,-2,11,8,-4,15
PGC1a acetyl inh,-2,-4,/,/,-1,/,/,-7,-1,-6
INS-1E GSIS act,/,9,-6,21,/,3,/,4,-14,1
Statin myotox sup,1,3,-2,6,-3,/,/,/,/,-8
Cneo AK release,5,-2,1,2,1,/,5,5,0,-1
PglD inh,4,0,-1,6,-6,/,0,1,2,-5

Some of these compounds in order of their number in PglD inh, high to low.
No. | smiles | PglD inh
12 | COc1ccc(C=O)cc1COc1ccc(Cl)cc1[N+](=O)[O-] | 0
13 | Cc1cccc(CNC(=O)C2CCC(=O)N(CCCc3ccccc3)C2)c1 (stereo unspecified) | -1
15 | CN(Cc1ccccc1)C(=O)c1cccc(NC(=O)c2ccco2)c1 | -6

More entries
[21] c1ccc(-c2csc3ncn4cnnc4c23)cc1
[22] O=C(O/N=C1\CCCc2ccccc21)c1cccs1
[23] C[C@@H]1CN([C@H](C)CO)C(=O)c2cccc(NC(=O)CCCCCC(=O)Nc3ccccc3N)c2O[C@@H]1CN(C)Cc1ccc(C(F)(F)F)cc1
[24] S=c1[nH]nc(-c2ccccn2)n1/N=C/c1cccs1
[25] CCOc1nc(Nc2ccccc2F)nc(OCC)n1
[26] COc1ccc(CN2CCN(C(=O)c3cc(-c4cccnc4)nc4ccc(Cl)cc34)CC2)c(OC)c1OC
[27] CN(Cc1nccn1C)C(=O)CC1C(=O)NCCN1CC(c1ccccc1)c1ccccc1 (stereo unspecified)
[28] COc1ccccc1C(=O)Nc1ccc2c(c1)C(=O)N(C)[C@@H]1CC[C@@H](CC(=O)NCCc3ccncc3)O[C@@H]1CO2
[29] COCc1nnc(NS(=O)(=O)c2ccccc2)s1
[30] COc1ccccc1C(=O)Nc1ccc(S(=O)(=O)N2CCCCC2c2cccnc2)cc1 (stereo unspecified)
compound no.,21,22,23,24,25,26,27,28,29,30
LGR2 antag,/,-108,-13,10,-16,24,-9,-14,/,2
PAX8 reporter,/,-1,56,1,-44,43,13,-10,/,5
ARNT-TACC3 inh,-1,2,/,59*,2,2,-1,-5,-3,-4
PGC1a acetyl inh,/,1,-11,/,/,-1,-3,/,9,-16
INS-1E GSIS act,/,7,-4,1,62*,-10,-4,-9,/,-12
Statin myotox sup,7,-1,/,/,7,-25,-8,11,-10,/
Cneo AK release,-1,-3,/,/,0,-1,/,-5,0,/
PglD inh,6,-6,/,/,-9,-1,/,-3,1,/

In the list so far, two contain an aryl thioether with sulfur outside any ring:
[16] c1ccc(Sc2ncccn2)nc1
[19] COc1ccc2c(C)cc(SCC(=O)Nc3ccc(Cl)cn3)nc2c1
compound no.,16,19
LGR2 antag,8,-5
PAX8 reporter,0,/
ARNT-TACC3 inh,-2,-4
PGC1a acetyl inh,/,-1
INS-1E GSIS act,3,-14
Statin myotox sup,/,/
Cneo AK release,/,0
PglD inh,/,2

Additional structures follow:
[31] C=CCn1c(N)cc(=O)nc1SCC(=O)Nc1ccccc1C(N)=O
[32] O=C(/C=C/c1ccccc1)Nc1cc(NC(=O)/C=C/c2ccccc2)cc(C(=O)O)c1
[33] CCOc1cc(/C=N/NC(=S)Nc2ccccc2C(F)(F)F)ccc1OCC(=O)N1CCOCC1
[34] CN1CCN(C(=O)C2CCN(S(=O)(=O)c3ccc4c(c3)oc(=O)n4C)CC2)CC1
[35] CCCC(=O)Nc1nnc(SCC(=O)NC2CC2)s1
[36] O=C1N[C@@H](Cc2ccccc2)[C@@H](c2ccco2)O1
[37] CC(C)[C@H](NC(N)=O)C(=O)Nc1ccc(OCc2ccccc2)cc1
[38] CN(CCCNC(=O)CCc1cn(C)c2ccccc12)C1CCCCC1
[39] Cc1ccc([N+](=O)[O-])cc1NC1OC(CO)C(O)C1O (stereo unspecified)
[40] CO[C@H]1CN(C)C(=O)c2cc(NC(=O)C3CC3)ccc2OC[C@@H](C)N(CC2CCCC2)C[C@@H]1C
compound no.,31,32,33,34,35,36,37,38,39,40
LGR2 antag,18,30,2,5,-3,-6,-6,-11,-4,0
PAX8 reporter,-3,14,-2,19,-4,-23,-19,5,/,/
ARNT-TACC3 inh,-4,13,-22,8,-19,4,6,0,-2,3
PGC1a acetyl inh,0,-4,/,-3,/,/,/,-5,-4,-1
INS-1E GSIS act,13,-3,5,2,10,-12,3,11,1,6
Statin myotox sup,/,1,/,/,2,-13,/,-3,/,-7
Cneo AK release,/,0,/,-1,1,-1,/,0,-1,0
PglD inh,/,2,/,9,5,1,/,1,-6,2

[41] COc1ccc(C#Cc2ccc([C@@H]3[C@@H](CO)N4CCCCN(C(=O)Nc5cccc(F)c5)C[C@H]34)cc2)cc1
[42] COC(=O)COc1ccc(-c2nn(C)c(=O)c3ccccc23)cc1
[43] O=c1oc2c(-c3ccc([N+](=O)[O-])cc3)cc(O)cc2s1
[44] COC(=O)C[C@@H]1CC[C@@H]2[C@H](COc3ccc(NC(=O)C4CCOCC4)cc3C(=O)N2C)O1
[45] O=C(Cc1ccc([N+](=O)[O-])cc1)NNC(=O)c1ccc2c(c1)OCO2
[46] C=CCN(c1ccccc1)S(=O)(=O)c1cccc(C(=O)N2CCN(c3ncccn3)CC2)c1
[47] COc1ccc(OC)c(CNC(=O)Cc2c(C(=O)O)[nH]c3ccc(Cl)cc23)c1
[48] COc1ccc(-c2nc3cc([N+](=O)[O-])ccc3o2)cc1OC
[49] COCc1cc(C)nc(SCC(=O)Nc2ccc3[nH]c(=O)[nH]c3c2)c1C#N
[50] CCN(C[C@@H]1[C@@H](c2ccccc2)[C@@H](CO)N1CC1CC1)C(=O)c1ccccn1
compound no.,41,42,43,44,45,46,47,48,49,50
LGR2 antag,8,/,-1,-8,-9,-9,11,4,5,0
PAX8 reporter,2,-3,15,3,-2,18,10,-14,-4,5
ARNT-TACC3 inh,24,-5,-7,-8,-1,-10,-5,-1,3,3
PGC1a acetyl inh,-3,2,-6,-3,1,1,-5,-1,-9,-8
INS-1E GSIS act,-20,/,-5,-3,0,-40,0,-1,6,8
Statin myotox sup,-18,13,/,2,1,-10,/,/,-5,-2
Cneo AK release,10,0,14,5,-4,3,/,/,-1,2
PglD inh,-6,-2,11,1,-5,7,/,/,0,-6

[51] CCCC(C)c1nc(C(N)=O)c2[nH]c(=O)n(-c3ccc(OC)cc3OC)c2n1 (stereo unspecified)
[52] CCOC(=O)C1(CCCc2ccccc2)CCN(Cc2cn(CC)nc2C)CC1
[53] CCNC(=O)Nc1ccc2c(c1)C(=O)N(C)[C@@H]1CC[C@H](CC(=O)NCCOC)O[C@H]1CO2
[54] CCOC(=O)N1CC(C)N(CC(O)CN2CCOCC2)CC1C (stereo unspecified)
[55] COc1ccc(S(=O)(=O)N2CCCCCC2)cc1C(=O)NCc1ccco1
[56] O=Cc1c(-c2ccccc2)nc2ccccn12
[57] c1ccc(OCCCCN2CCOCC2)cc1
[58] CC(C)NC(=O)NCC[C@@H]1CC[C@H](NC(=O)CN(C)C)[C@@H](CO)O1
[59] O=C(O)C1CC(=O)N(CCc2ccc(F)cc2)C1 (stereo unspecified)
[60] CCOc1ccc(-n2c(C)nc3cc(C(=O)NCc4ccco4)ccc32)cc1
[61] c1ccc2cc(OCCCn3ccnc3)ccc2c1
[62] CCOC(=O)c1c(NC(=O)CN2CCCCC2)sc(C)c1C
compound no.,51,52,53,54,55,56,57,58,59,60,61,62
LGR2 antag,/,4,20,1,/,-3,/,11,3,6,-11,6
PAX8 reporter,/,31,-17,9,/,-1,/,-2,11,/,-8,13
ARNT-TACC3 inh,2,4,-9,-16,12,5,-3,-5,-1,-6,8,-7
PGC1a acetyl inh,-3,/,4,5,-9,0,-1,-6,1,10,8,-5
INS-1E GSIS act,/,-27,1,-3,/,10,-6,11,2,10,5,-6
Statin myotox sup,20,/,2,-4,3,/,13,3,2,13,-5,/
Cneo AK release,-5,/,1,2,2,/,-2,-2,-1,0,-9,/
PglD inh,5,/,0,3,-3,/,-1,2,3,-4,4,/
